# EPAC1 antagonist: EPAC1 (human) antagonism; O95398; EPAC1 GEF assay, Rap1b-BODIPY-GDP exchange fluorescence; Potency, µM (top dose mostly 115 µM), for the others: at the top dose activity change, negative = inhibition, usual class: inhibitors; actives 0.14% (n = 360,000); AID 720709;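 also: potency is read from the fitted curve at half-maximal effect; plate controls were vehicle for no effect and positive control for full effect; nearly all actives have a fitted effect of over 50% in size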
# IL2 activator: IL-2 activation | IL-2 activation reporter assay, cell-based qHTS; stimulated with anti-CD3/CD4/CD28 beads; in transgenic mouse T cells | activation, % (series mostly up to about 46 µM) | actives 0.065% (n = 360,000); in the data active = activation above about 50%; inconclusive = mostly about 30% to 49%; also: 0% is about no effect
#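 First, unstimulated transgenic mouse T cells were exposed to compound for 60 min. Next, anti-CD3/anti-CD4-coated beads with anti-CD28 were added. Finally, after 18 h at 37 degrees C, EGFP and DsRed were imaged.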
# GLP1R ag: activates the human GLP-1 receptor | P43220 | HEK293 GLP-1R CRE-luciferase, luminescence, 4-6 h; cells express a hypersensitive GLP-1R form | Potency, µM (doses to about 45.6 µM), for the others: top-dose activation, actives largely listed as activators | actives 0.007% (n = 380,000) | AID 624172; also: potency is read from the fitted curve at half-maximal effect; % of control where 0% means no effect
# Target sequence (P43220 whole entry, looked up): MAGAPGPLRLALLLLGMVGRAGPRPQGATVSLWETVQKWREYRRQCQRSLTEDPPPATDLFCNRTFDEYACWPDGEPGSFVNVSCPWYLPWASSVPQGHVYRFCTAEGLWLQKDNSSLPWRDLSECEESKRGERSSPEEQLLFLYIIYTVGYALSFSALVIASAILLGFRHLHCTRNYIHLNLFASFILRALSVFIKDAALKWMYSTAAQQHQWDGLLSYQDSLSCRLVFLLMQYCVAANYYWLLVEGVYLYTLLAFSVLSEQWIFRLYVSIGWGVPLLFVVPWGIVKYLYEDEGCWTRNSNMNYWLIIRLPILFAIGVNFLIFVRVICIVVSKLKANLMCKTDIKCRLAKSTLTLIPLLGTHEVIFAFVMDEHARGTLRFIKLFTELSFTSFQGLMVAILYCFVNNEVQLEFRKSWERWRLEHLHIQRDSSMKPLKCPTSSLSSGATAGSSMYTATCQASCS
# GLP1R cytotox: cytotoxic in the GLP-1 receptor inverse agonist counter-screen; HEK293 cAMP-luciferase reporter cells, luminescence, 24 h; Potency, µM (series often up to 38.3 µM), inactives show top-dose activity change, negative = inhibition, most hits filed as inhibitors; actives 0.13% (n = 410,000);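 also: loss of luciferase light is scored as toxicity; potency is read from the fitted curve at half-maximal effect; % is scaled to controls: 0 for no effect and ±100 for the full control effect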
#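 1536-well qHTS counterscreen of the MLSMR; 200 cells/uL, 12 h pre-incubation, 23 nL cpd, 24 h at 37 deg C 5% CO2, luciferase detection reagent, 12 min RT, luminescence. Inhibition = undesired.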
# PTHR1 agonist: agonists of human PTHR1 parathyroid hormone receptor. Q03431. HEK293 GP2 PTHR1 cells, GloSensor cAMP luminescence, 1 h. Potency, µM (doses to about 115 µM), for the others: at the highest dose activation, actives largely listed as activators. actives 0.075% (n = 410,000). AID 743266; also: potency is read from the fitted curve at half-maximal effect; nearly all actives have a fitted effect of over 55% in size; some results filed as inactive show a strong effect at the top dose; inactives centre near -15; many of its hits are not listed in these tables
#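 HEK-293-derived GP2 cells expressing PTHR1 and a GloSensor cAMP reporter, 3,000/well, plated overnight, given luciferin plus IBMX (each 0.5 mM as added) for 1 h at 37 °C, then compound for 1 h at 37 °C. Luminescence was read after 15 min at room temperature.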
# PI5P4K alpha inh: blocks human PI5P4K alpha kinase activity; P48426; PI5P4Kalpha enzyme, ADP-Glo luminescence, 60 min; hits give low values; max response, %; actives 1.2% (n = 330,000); AID 652105; active = max response of -50% or lower; inconclusive = between -30% and -50%; inactive = -30% or higher; also: value at the top dose of about 77 µM; % is scaled to controls: 0 for no effect and ±100 for the full control effect
#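 ADP-Glo luminescence end-point after a 60 min room-temperature kinase reaction. PI5P4Kalpha and substrate in HEPES pH 7.4 buffer with EGTA, 0.1% CHAPS and 5% DMSO; ATP at 5 microM final.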
# PLK1 PBD inh: inhibitors of human PLK1 polo-box domain binding; Plk1 PBD binding of FITC phosphopeptide, fluorescence polarization; Potency, µM, for the others: max response, negative = inhibition, usual class: inhibitors; actives 2.8% (n = 360,000); also: potency is read from the fitted curve at half-maximal effect; series mostly up to about 57 µM; % is scaled to controls: 0 for no effect and ±100 for the full control effect; nearly all actives have a fitted effect of over 65% in size
# Target sequence (P53350 whole entry, looked up, the tested form may be a part): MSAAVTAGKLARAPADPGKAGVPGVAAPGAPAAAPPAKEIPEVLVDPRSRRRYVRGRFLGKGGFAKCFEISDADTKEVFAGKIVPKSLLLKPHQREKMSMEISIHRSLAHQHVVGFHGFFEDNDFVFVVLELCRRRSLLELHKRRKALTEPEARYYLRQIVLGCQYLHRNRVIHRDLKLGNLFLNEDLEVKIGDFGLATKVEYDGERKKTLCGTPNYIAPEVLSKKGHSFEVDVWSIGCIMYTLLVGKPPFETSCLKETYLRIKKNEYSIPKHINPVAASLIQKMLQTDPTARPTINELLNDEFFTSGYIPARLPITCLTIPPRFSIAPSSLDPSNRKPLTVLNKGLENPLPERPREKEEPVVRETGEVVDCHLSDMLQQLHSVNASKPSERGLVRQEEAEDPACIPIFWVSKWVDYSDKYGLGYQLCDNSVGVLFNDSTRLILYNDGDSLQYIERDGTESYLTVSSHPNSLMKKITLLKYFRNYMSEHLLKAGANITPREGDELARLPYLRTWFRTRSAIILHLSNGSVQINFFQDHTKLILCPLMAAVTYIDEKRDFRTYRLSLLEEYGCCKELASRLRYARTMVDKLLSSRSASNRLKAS
# EPAC1 ag: EPAC1 (human) agonism; O95398; EPAC1 agonist qHTS, biochemical assay; response scale: 100% = response to 6.5 mM cAMP; Potency, µM (titrated, usually from 154 µM), for inactives: top-dose activation, hits mostly activators; actives 0.073% (n = 360,000); AID 720707; also: potency is read from the fitted curve at half-maximal effect; nearly all actives have a fitted effect of over 60% in size
#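 Nucleotide exchange assay: 100 nM EPAC1 with 250 nM Rap1B loaded with BODIPY-GDP and 50 uM GDP, room temperature. Fluorescence (480/540 nm) read every 5 min for 30 min; signal change normalized to 6.5 mM cAMP as full agonist.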
# GLP-1R inv ag: inverse agonists of human GLP-1 receptor | P43220 | HEK293 GLP-1R CRE-luciferase, luminescence, 24 h; GLP-1R form is constitutively active | Potency, µM (doses to about 38.3 µM), for inactives: at the top dose activity change, negative = inhibition, usual class: inhibitors | actives 1.6% (n = 410,000) | AID 624417; also: potency is read from the fitted curve at half-maximal effect; % is scaled to controls: 0 for no effect and ±100 for the full control effect; nearly all actives have a fitted effect of over 55% in size
#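 HEK293 cells stably co-expressing constitutively active GLP-1R and a cAMP-responsive luciferase reporter were seeded in DMEM with 10% Nu serum, given compounds after 12 h, and incubated 24 h at 37 deg C. Luminescence was then read.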
# * marks the source's active call; other numbers are inactive results; i = inactive; ? = inconclusive; . = not tested or not shown; & = joins results of further samples; [ ] = remark or other dose. Unless noted, calls follow the shape of the dose curve; as a rule, active = well fitted curve in the direction sought with a large enough effect; inconclusive = small, poorly fitted or top-dose-only effect, or another doubt; inactive = no such curve, though single readings can be large; an effect the other way counts as inactive or inconclusive. These rows are one share of the data. The share of hits here may be higher or lower than overall.
# Below each SMILES: GLP1R cytotox	GLP-1R inv ag	PTHR1 agonist	IL2 activator	GLP1R ag	EPAC1 ag	PLK1 PBD inh	EPAC1 antagonist	PI5P4K alpha inh
CC(NS(=O)(=O)c1c(N)n(C)c(=O)n(C)c1=O)c1ccccc1 (stereo not given)
→ 0%	19%	i	-0.2	-14%	-8%	-13%	1%	3
CCCCS(=O)(=O)C1CCS(=O)(=O)C1 (stereo not given)
→ 26%	12%	i	-0.2	-15%	16%	-2%	3%	-3
CCCCNC(=O)c1c[nH]c2ccc(S(=O)(=O)N3CCOCC3)cc2c1=O
→ 22%	26%	5%	-0.3	0%	7%	-15%	?	5
Cc1cc(C)cc(NS(=O)(=O)Cc2ccccc2)c1
→ 9%	?	-6%	-0.7	5%	3%	-8%	-10%	-3
COc1ccc(/C=N/Nc2nnc(-c3ncc[nH]3)c3ccccc23)cc1
→ -3%	-1%	-23%[57.5 µM]	-0.6	0%	2%	-5%	3%	2
CC(C)C12NC(=O)NC(=O)N1CCS2 (stereo not given)
→ 16%	15%	17%	-0.6	0%	2%	-8%	-26%	-1
CCOc1ccc(NC(=O)CSc2nnc(C)n2Cc2ccccc2)cc1
→ -8%	0%	i	-1.5	-3%	0%	-6%	4%	-4
Cc1ccccc1C(=O)N1CCC(C(=O)Nc2ccc3c(c2)OCO3)CC1
→ 0%	-22%	i	-0.9	-4%	1%	5%	-6%	-4
CCc1nc2ccc(C(=O)Nc3ccc(OC)c(OC)c3)cn2c1N(C)C(=O)c1cccc(OC)c1
→ -9%	19%	-7%	0.7	18%	12%	-7%	-4%	4
Cc1c(Cl)cccc1NC(=O)CNC(=O)c1ccc(F)cc1
→ 4%	3%	i	4.1	-2%	-12%	-2%	1%	7
CCN(CC)C(=O)c1csc(Nc2ccc(C)cc2)n1
→ 0%	0%	-5%[57.5 µM]	0.5	-13%	1%	-9%	11%	-10
COc1cc(OC)c(C(=O)OCN2C(=O)c3ccccc3C2=O)cc1OC
→ 0%	5%	i	-0.3	31%	5%	-7%	25%	-2
CC(C)(C)c1ccc(NC(=O)CON=C(N)c2ccccc2)cc1
→ 3%	?	-17%	-0.1	12%	-7%	-10%	0%	1
CC(C)(C)OC(=O)CC1(C#N)c2ccccc2C(Br)=CN1C(=O)c1ccccc1 (stereo not given)
→ 3%	?	-6%	0.1	-5%	-6%	-9%	-21%	9
COc1cccc(C(=O)NCCS(=O)(=O)NCc2cccs2)c1
→ -14%	?	i	-2.6	8%	3%	-11%	1%	1
Cn1c(=O)c2ccccc2n(CC(=O)NC2CCCCC2)c1=O
→ 14%	1%	-15%	1.2	10%	5%	-18%	9%	-1
COc1cc(CCN(C(=O)c2cccc(S(C)(=O)=O)c2)C(CCc2ccccc2)c2nc3ccccc3[nH]2)cc(OC)c1 (stereo not given)
→ -12%	-19%	5%	-0.9	2%	1%	3%	-22%	9
CNC(=O)c1cc(Nc2nnc(C)c3ccccc23)ccc1OC
→ -13%	38%[activator]	i	-0.2	2%	2%	?	11%	7
Cc1ccc(SCCC(=O)NCc2ccccn2)cc1
→ -2%[0.307 µM]	5%[0.307 µM]	-5%	-0.8	-3%	0%	0%	5%	-6
CC(C)(C)C(=O)Nc1nnc(SCC(=O)NC2CCCCC2)s1
→ -2%	?	i	0.7	8%	6%	-4%	10%	4
Cc1ccc(S(=O)(=O)CCC(=O)OC(C)C(=O)Nc2ccc(N3CCOCC3)cc2)cc1 (stereo not given)
→ 3%	5%	-4%	0.7	1%	-5%	0%	-13%	1
O=c1c2c(-c3ccccc3)csc2ncn1/N=C/c1cccc([N+](=O)[O-])c1O
→ ?	?	-2%	-0.9	2%	2%	-18%	-5%	-103*
COc1ccc(CC(=O)OC(C)CN2CCOCC2)cc1 (stereo not given)
→ 9%	7%	-8%	-3.0	1%	-1%	-1%	21%	6
Cc1noc(C)c1S(=O)(=O)Nc1ccc(C(=O)NCCc2ccccc2)cc1
→ -3%	2%	-17%	0.4	1%	0%	3%	12%	1
COc1ccccc1N1CCN(C(=O)CCCC2=NS(=O)(=O)c3ccccc3N2)CC1
→ 2%	-7%	0%	-0.9	6%	-15%	-4%	-10%	3
COc1ccc(CC(=O)NCc2nnc(SCCOc3ccccc3)n2C)cc1
→ -15%	-15%	14%	0.1	5%	7%	-6%	12%	0
CCCCNC(=O)c1[nH]c(C2CCNCC2)nc1-c1cccc(C(F)(F)F)c1
→ -11%	?	-4%	0.2	.	-6%	-3%	-5%	-2
Cc1ccc(C(C(=O)NCC2CCCO2)N(Cc2ccccc2)C(=O)c2ccc(-c3ccccc3)[nH]2)o1 (stereo not given)
→ -27%	?	-8%	-2.1	-2%	2%	4%	-20%	1
COc1cc(/C=C/C(=O)OCC(=O)NC(=O)NC2CCCC2)ccc1OCC#N
→ -4%	10%	i	-1.1	2%	-6%	3%	-1%	-4
CCCCC[C@H](C)N1C[C@@H](COCc2ccccc2)Oc2cc(N3CC[C@H](O)C3)ccc2S1(=O)=O
→ -18%	?	-16%	1.2	0%	-29%	-14%	-23%	19
CC(C)NC(=O)C1(C)CN(S(C)(=O)=O)CC(=O)N1Cc1ccc2c(c1)OCO2 (stereo not given)
→ -12%	-13%	-16%	-0.3	.	9%	-1%	-13%	-4
C[C@H]1CC[C@]2(O[C@@H](CCO)C[C@@H](O)[C@@H]2O)O1
→ 6%	-5%	0%	-2.4	-3%	5%	-22%	2%	1
COc1ccc(CCNC(=O)C2CC2)cc1OC
→ 10%	-8%	-9%[57.5 µM]	-0.9	5%	0%	1%	0%	.
COc1ccc2[nH]c(C(=O)NCc3ccccc3)c(C)c2c1
→ -4%	-2%	-13%	2.1	13%	3%	-14%	14%	3
COc1ccc(/C=C2\Oc3cc(OCC(=O)N4CCC[C@H]4C(=O)O)ccc3C2=O)cc1OC
→ 18%	-2%	-2%	0.1	0%	-9%	-4%	-19%	-1
Cc1ccc(-c2[nH]c(-c3ccccc3)nc2SCC(=O)NCC2CCCO2)cc1 (stereo not given)
→ -1%&-12%	?	i	-3.1	-5%	-11%	0%	-11%	1
C#CCn1c(S(=O)(=O)Cc2ccc(F)cc2)nc(-c2ccccc2)c1-c1ccccc1
→ 4%	5.6µM*	-12%[57.5 µM]	-0.4	-3%	9%	-10%	-12%	.
CN(C)/C=N/C(=S)Nc1cc(Cl)cc(Cl)c1
→ -3%[7.66 µM]	-14%[7.66 µM]	-19%	-0.3	8%	2%	-12%	4%	2
COCCCNc1nc2c(c(=O)n(Cc3ccc(F)cc3)c(=O)n2C)n1C
→ 1%&26%	1%&-10%	?	-3.9	9%&3%	11%	-1%	-9%	12
COc1ccc(-c2nn(CCC#N)cc2/C=N/O)cc1OC
→ -1%	17%	-2%	-1.8	3%	8%	-18%	?	-3

# 9 of the compounds above, tab-delimited:
Molecule	GLP1R cytotox	GLP-1R inv ag	PTHR1 agonist	IL2 activator	GLP1R ag	EPAC1 ag	PLK1 PBD inh	EPAC1 antagonist	PI5P4K alpha inh
C[C@H]1CC[C@]2(O[C@@H](CCO)C[C@@H](O)[C@@H]2O)O1	6%	-5%	0%	-2.4	-3%	5%	-22%	2%	1
COc1ccc(CCNC(=O)C2CC2)cc1OC	10%	-8%	-9%[57.5 µM]	-0.9	5%	0%	1%	0%	.
COc1ccc2[nH]c(C(=O)NCc3ccccc3)c(C)c2c1	-4%	-2%	-13%	2.1	13%	3%	-14%	14%	3
COc1ccc(/C=C2\Oc3cc(OCC(=O)N4CCC[C@H]4C(=O)O)ccc3C2=O)cc1OC	18%	-2%	-2%	0.1	0%	-9%	-4%	-19%	-1
Cc1ccc(-c2[nH]c(-c3ccccc3)nc2SCC(=O)NCC2CCCO2)cc1 (stereo not given)	-1%&-12%	?	i	-3.1	-5%	-11%	0%	-11%	1
C#CCn1c(S(=O)(=O)Cc2ccc(F)cc2)nc(-c2ccccc2)c1-c1ccccc1	4%	5.6µM*	-12%[57.5 µM]	-0.4	-3%	9%	-10%	-12%	.
CN(C)/C=N/C(=S)Nc1cc(Cl)cc(Cl)c1	-3%[7.66 µM]	-14%[7.66 µM]	-19%	-0.3	8%	2%	-12%	4%	2
COCCCNc1nc2c(c(=O)n(Cc3ccc(F)cc3)c(=O)n2C)n1C	1%&26%	1%&-10%	?	-3.9	9%&3%	11%	-1%	-9%	12
COc1ccc(-c2nn(CCC#N)cc2/C=N/O)cc1OC	-1%	17%	-2%	-1.8	3%	8%	-18%	?	-3

# Next part
# Below each SMILES: GLP1R cytotox	GLP-1R inv ag	PTHR1 agonist	IL2 activator	GLP1R ag	EPAC1 ag	PLK1 PBD inh	EPAC1 antagonist	PI5P4K alpha inh
CCN(CC)C(=O)CSc1nnc(COc2ccccc2)n1N
→ 2%	0%	2%	-1.5	-6%	2%	-21%	-4%	-1
OCCC1CN(Cc2cccc3nonc23)CCN1C1CCCCC1 (stereo not given)
→ -13%	5%	28%	-3.0	-8%	-4%	0%	-2%	2
Cc1ccc(C(=O)C2CCN(CC(=O)Nc3ccc(N(C)C)cc3)CC2)cc1
→ 5%	0%	-5%	0.4	9%	8%	-8%	-1%	.
CSc1ccccc1OCc1cc(C(=O)NCCCn2nc(C)cc2C)no1
→ 7%	?	-26%	-4.0	6%	3%	-10%	3%	0
Cc1c(C(=O)N2CCC[C@H]2CO)oc2c(F)cccc12
→ 16%	21%	-14%	1.7	-3%	10%	-16%	1%	-1
